PREPL inhibitor: inhibitors of human prolyl oligopeptidase-like enzyme PREPL; Q4J6C6; recombinant PREPL, fluorescence polarization activity-based probe; inhibition, % at 5.96 µM; 320,000 compounds, 0.68% hits; AID 2751; in the data active = inhibition above about 43%;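 also: 0% = enzyme with DMSO and 100% = wells lacking enzyme; many of its hits are not listed in these tables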
Target sequence (Q4J6C6 whole entry, looked up): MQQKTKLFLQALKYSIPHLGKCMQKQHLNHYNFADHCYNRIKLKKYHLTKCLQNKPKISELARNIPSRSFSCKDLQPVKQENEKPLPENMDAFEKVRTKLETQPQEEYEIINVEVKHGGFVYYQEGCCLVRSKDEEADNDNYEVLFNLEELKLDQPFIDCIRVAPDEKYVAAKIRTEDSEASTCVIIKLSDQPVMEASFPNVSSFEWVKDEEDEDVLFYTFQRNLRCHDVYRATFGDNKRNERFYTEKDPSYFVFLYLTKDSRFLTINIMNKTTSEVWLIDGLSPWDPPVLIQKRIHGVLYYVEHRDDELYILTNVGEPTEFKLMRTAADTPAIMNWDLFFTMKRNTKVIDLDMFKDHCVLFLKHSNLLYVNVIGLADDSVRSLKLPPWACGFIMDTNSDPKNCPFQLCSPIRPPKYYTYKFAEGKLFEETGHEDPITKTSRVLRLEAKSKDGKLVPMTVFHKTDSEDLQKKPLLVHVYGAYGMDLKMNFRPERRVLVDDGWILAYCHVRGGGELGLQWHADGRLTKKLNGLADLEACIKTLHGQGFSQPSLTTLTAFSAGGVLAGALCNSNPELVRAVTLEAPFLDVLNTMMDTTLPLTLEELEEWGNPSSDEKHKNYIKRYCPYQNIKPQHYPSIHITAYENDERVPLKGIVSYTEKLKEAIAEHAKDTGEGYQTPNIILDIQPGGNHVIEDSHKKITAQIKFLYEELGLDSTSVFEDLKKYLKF
PAFAH1B2 FP inh: PAFAH1B2 (human) inhibition | P68402 | recombinant PAFAH1B2, FP-rhodamine activity probe, fluorescence polarization | inhibition, % at 3.39 µM | 340,000 compounds, 1.2% hits | AID 492953;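 active = inhibition above the mean of all tested compounds plus 3 SD, cut at about 24% in these data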;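 also: 0% = enzyme with DMSO and 100% = wells lacking PAFAH1B2; many of its hits are not listed in these tables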
Target sequence (P68402 whole entry, looked up): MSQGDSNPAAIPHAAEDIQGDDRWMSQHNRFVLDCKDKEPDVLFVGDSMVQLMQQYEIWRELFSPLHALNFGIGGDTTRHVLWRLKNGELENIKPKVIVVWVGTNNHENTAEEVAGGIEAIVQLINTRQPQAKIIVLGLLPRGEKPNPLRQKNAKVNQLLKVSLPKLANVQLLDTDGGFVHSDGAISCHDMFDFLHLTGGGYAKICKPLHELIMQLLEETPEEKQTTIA
PAFAH2 inh: PAFAH2 (human) inhibition; recombinant PAFAH2, FP-rhodamine activity probe, fluorescence polarization; 340,000 compounds, 0.99% hits; inhibition, % at 3.39 µM;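 active = inhibition above the mean over all tested compounds plus 3 SD, cut at about 30% in these data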;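 also: inhibitors block probe labeling of enzyme so polarization drops; 0% = enzyme with DMSO and 100% = wells lacking PAFAH2 protein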
LYPLA1 counter: blocks human lysophospholipase 1, a PME1 counter-screen. inhibition, % at 5.9 µM. AID 2174. 320,000 compounds, 0.16% hits. O75608. recombinant LYPLA1, FP-Rh probe fluorescence polarization;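 active = inhibition above the mean of all tested compounds plus 3 SD, set per campaign, cut at about 14% in these data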;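 also: inhibitors block serine hydrolase probe labeling of LYPLA1 so polarization falls; 0% = enzyme with DMSO and 100% = wells lacking LYPLA1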
ZTA counter: blocks Epstein-Barr virus ZTA, an EBNA-1 counter-screen. 320,000 compounds, 0.15% hits. ZTA-DNA binding, fluorescence polarization. inhibition, % at 11 µM. AID 2234. P03206; in the data active = inhibition above about 33%
PAFAH1B3 inh: PAFAH1B3 (human) inhibition | recombinant PAFAH1B3, FP-rhodamine probe, fluorescence polarization | inhibition, % at 3.39 µM | 340,000 compounds, 0.28% hits | AID 492972;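 active = inhibition above the screen-wide average of all tested compounds plus 3 SD, cut at about 25% in these data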;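 also: 0% = enzyme with DMSO only and 100% = wells lacking PAFAH1B3 protein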
LYPLA2 inh: counter-screen for PME1 inhibitors: inhibitors of human LYPLA2 | O95372 | recombinant LYPLA2, FP-Rh probe fluorescence polarization | inhibition, % at 5.9 µM | 320,000 compounds, 0.38% hits;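 active = inhibition above the screen-wide mean plus 3 SD, limit set per campaign, cut at about 26% in these data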;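 also: 0% = LYPLA2 with DMSO and 100% = wells lacking LYPLA2 enzyme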
pPAFAH FP inh: inhibitors of human plasma PAF acetylhydrolase (pPAFAH); recombinant pPAFAH, FP-rhodamine probe fluorescence polarization; inhibition, % at 3.39 µM; 330,000 compounds, 1.5% hits;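 active = inhibition above the mean inhibition across the screen plus 3 SD, cut at about 25% in these data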;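 also: inhibitors block binding of the rhodamine activity-based probe so polarization drops; 0% = enzyme with DMSO and 100% = wells lacking pPAFAH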
EBNA-1 inhibitor: blocks EBNA-1 binding to DNA; EBNA-1 DNA binding, fluorescence polarization; inhibition, % at 14.8 µM; AID 1950; 300,000 compounds, 0.34% hits; in the data active = inhibition above about 28%
Numbers without * were called inactive; . = no result given. A portion of the library; the hit share may differ from the screen's.

molecule	ZTA counter	PAFAH1B2 FP inh	PAFAH1B3 inh	pPAFAH FP inh	PREPL inhibitor	EBNA-1 inhibitor	LYPLA1 counter	LYPLA2 inh	PAFAH2 inh
O=C1COc2ccc(S(=O)(=O)N3CCN(c4ccccc4F)CC3)cc2N1	-5	6	6	2	-40	-4	3	10	1
CC(C)CC(NC(=O)C(Cc1ccc(OCc2ccccc2)cc1)NC(=O)OC(C)(C)C)C(N)=O (centres undefined)	6	13	-2	4	18	-2	-2	0	6
O=C1c2ccccc2NC(c2cn[nH]c2-c2ccccc2)N1O (centres undefined)	-17	6	2	0	8	6	-5	-1	8
Clc1cc(-c2ccccc2)nc(-c2ccccc2)n1	13	0	-1	1	-9	-3	1	2	-1
Cc1cc(C(=O)NNc2ccc(C)c(C)c2)no1	-9	3	4	3	-6	-16	2	4	13
O=S(=O)(c1ccc(Br)c2nsnc12)N1CCOCC1	-14	5	4	6	4	-4	1	3	4
Cc1ccnc2nc(C(=O)OCCOc3ccc(F)cc3)nn12	6	1	3	-5	3	7	0	-4	5
CCCN(CC1CC1)C(=O)CSc1ncnc2sccc12	-5	8	8	-1	4	3	4	0	3
O=C(NC(=S)NC(CO)c1ccccc1)c1ccc(F)cc1 (centres undefined)	-1	3	7	9	-8	11	3	12	-9
COc1cccc(CNC(=O)[C@H](C)NC(=O)C2CCN(S(=O)(=O)c3ccccc3)CC2)c1	9	-1	7	4	0	-2	0	-2	-5
C/C(Cl)=C/CSc1nc2c(c(=O)[nH]c(=O)n2C)n1C(C)C	0	4	5	4	18	5	-4	-2	14
CCN(CC(=O)Nc1ccc(NC(C)=O)cc1)C(=O)/C=C/c1cn(-c2ccccc2)nc1-c1ccc(F)cc1	1	-8	-9	2	-4	5	-5	-11	-6
N#C/C(=C\c1ccc[nH]1)C(=O)NCC1CCCO1 (centres undefined)	-11	5	12	3	4	-10	6	4	5
Cc1[nH]oc(=O)c1N=Nc1ccc2[nH]c(=O)[nH]c2c1	4	4	3	5	3	-5	2	0	6
Oc1ccc2ccccc2c1C=NCc1cn2ccsc2n1	2	10	2	12	17	1	0	0	-1

molecule	ZTA counter	PAFAH1B2 FP inh	PAFAH1B3 inh	pPAFAH FP inh	PREPL inhibitor	EBNA-1 inhibitor	LYPLA1 counter	LYPLA2 inh	PAFAH2 inh
Cc1ccsc1C(=O)N(Cc1nnc(-c2ccccc2Cl)o1)C1CC1	-12	2	3	1	7	-16	1	-2	7
CNCCCOc1ccc2c(c1)CCC2	11	1	3	2	-2	1	0	-4	-3
COc1ccc(N(C)S(=O)(=O)c2cccc(C(=O)Nc3nnc(C)s3)c2)cc1	0	-1	6	-1	2	.	0	-2	-5
O=C(CN1CCN(S(=O)(=O)c2ccc(C(F)(F)F)cc2)CC1)N1CCNC1=O	-22	2	5	-3	21	.	-1	3	-3
O=C(CNc1cccc([N+](=O)[O-])c1)N/N=C/c1ccc([N+](=O)[O-])o1	1	0	8	16	17	-2	-1	1	-2
CC12CCC3c4ccc(O)cc4CCC3C1CCC2=O (centres undefined)	13	5	2	3	-5	1	2	6	-1
Cc1cnc(C(=O)Nc2cc(F)ccc2C)cn1	2	-2	-1	2	-7	4	-3	3	-4
CC(=O)OC(C)[C@H]1CC[C@H]2[C@@H]3CC[C@H]4C[C@@H](OC(C)=O)CC[C@]4(C)C3=CC[C@]12C (some centres undefined)	-8	2	4	7	3	-3	-2	0	3
COC(=O)c1sc2ncn(-n3c(C)ccc3C)c(=O)c2c1C	8	-4	12	-5	-1	-18	-4	-3	6
COc1ccc(OCCSc2ccc(S(=O)(=O)N3CCCC3)cn2)cc1	-1	2	-1	0	4	.	-3	10	3
Cc1cc2cc(CN(Cc3ccc4c(c3)OCO4)Cc3nnnn3C3CCCC3)c(=O)[nH]c2cc1C	3	-4	5	2	4	3	0	0	6
O=C(c1ccncc1)c1ccc(NS(=O)(=O)c2ccc(Br)s2)cc1	-16	-4	4	-1	7	0	0	6	3
COc1ccc(OC)c(CNC(=O)c2coc(=O)c3ccccc23)c1	-8	2	5	-11	1	-3	0	5	-1
O=S(=O)(c1cccc(-c2nc3n(n2)Cc2ccccc2-3)c1)N1CCCCC1	-11	6	6	-1	2	-6	2	-3	18
CCOc1ccc(C2c3[nH]c4ccccc4c3CCN2CCCn2cccn2)cc1 (centres undefined)	-19	.	.	6	5	-1	-2	7	.

molecule	ZTA counter	PAFAH1B2 FP inh	PAFAH1B3 inh	pPAFAH FP inh	PREPL inhibitor	EBNA-1 inhibitor	LYPLA1 counter	LYPLA2 inh	PAFAH2 inh
CCn1c(CSc2nc3ccccc3n2C)nc2ccccc21	-26	4	4	-2	9	-12	3	4	7
Cc1cc(C)c2nc(NNC(=O)c3cc(=O)c4ccccc4o3)sc2c1	3	8	22	26*	2	0	-4	-5	16
O=C(Nc1cccc2ccccc12)N1CCN(c2ccc(F)cc2)CC1	-10	4	1	0	18	-6	-6	1	-8
C/C(CC(=O)NC(C)(C)C)=N\NC(=O)c1ccco1	-2	2	3	-1	10	15	2	2	8
CCN1CCN(CCNC(=O)c2cc(Cl)c(NC(=O)C3=C(C)OCCS3)cc2OC)CC1	6	1	6	3	-2	3	-3	-7	14
COc1ccc(C2Nc3cccc4cccc(c34)N2)cc1	-1	2	13	5	10	0	-3	-1	8
Cc1cc(NC(=O)COc2coc(CN3CCN(c4ccccc4)CC3)cc2=O)no1	5	-3	5	4	7	1	0	7	1
COc1ccc(NC(=O)c2cc(S(=O)(=O)N(C)C)ccc2N2CCCC2)cc1Cl	-10	-5	-4	0	1	0	-4	-2	10
CCOC(=O)c1sc(C)c2c(=O)n(Cc3ccc(Cl)cc3)cnc12	2	0	5	-1	-12	-9	5	7	1
CC(=O)Nc1ccc2c(c1)OCCOCCOc1cc(NC(C)=O)ccc1OCCO2	-37	0	4	-4	12	-4	0	0	-7
O=C(O)Cn1nnc(-c2ccc(OCc3ccccc3Cl)cc2)n1	16	3	-4	9	16	11	-4	8	-4
O=C1NC2(CCC3(CC2)OCCO3)NN1c1ccc(Cl)cc1	7	.	.	0	4	-3	4	2	.
CC(=O)Oc1cccc(/C=C2\C=C(c3ccc(C)cc3)OC2=O)c1	7	-8	-10	7	-13	2	-5	-4	-5
CCC(=O)NC(=S)Nc1ccc(NC(=O)COc2ccccc2)cc1	-5	2	-2	0	1	22	-2	-1	-5
O=C(Nc1ccccc1)c1ccccc1N=Cc1ccccc1O	6	6	1	5	3	10	-5	1	1

molecule	ZTA counter	PAFAH1B2 FP inh	PAFAH1B3 inh	pPAFAH FP inh	PREPL inhibitor	EBNA-1 inhibitor	LYPLA1 counter	LYPLA2 inh	PAFAH2 inh
COc1ccc(OC)c(CNc2nc3ccccc3n2CCN2CCCCC2)c1	-19	-1	0	4	25	-11	2	10	-3
O=C(COC(=O)c1cccnc1)c1ccc(Cl)cc1	13	8	-3	4	5	7	0	6	3
O=C(Nc1ccnn1C1CCN(Cc2ccccc2)CC1)C1CCCC1	-12	-7	7	4	-2	-10	1	5	-2
COc1ccc(C)cc1NC(=O)C1CCCN(S(=O)(=O)c2ccc(-n3cnnn3)cc2)C1 (centres undefined)	-9	0	5	3	8	-18	3	3	-3
O=C(CCN1CCN(c2ccccc2)CC1)Nc1ccc2c(c1)OCO2	10	4	7	3	17	4	3	9	-4
O=C(O)c1cccc(NC(=O)c2ccccc2NC(=O)c2cccc([N+](=O)[O-])c2)c1	-5	-1	5	-3	-5	-1	-2	0	3
CCOC(=O)C1CCN(CC(=O)c2c(C)[nH]c3ccccc23)CC1	-12	2	5	2	6	-2	3	7	4
Cc1noc(-c2ccc(Cl)cc2)c1C(=O)O/N=C(\N)c1ccc(C(C)(C)C)cc1	-8	-6	3	6	6	3	-3	0	-3
CC(C)CN(C(=O)CN1CCN(c2ccc(F)cc2)CC1)c1c(N)n(CC(C)C)c(=O)[nH]c1=O	10	-4	5	0	1	4	0	-3	5
CCOC(=O)N1CCC(NC(=O)Cn2ncc3ccccc32)CC1	-7	-1	3	-1	9	-1	0	-4	-4
C=CCn1nnnc1SCC(=O)Nc1ccc(OC)cc1	-6	3	1	-6	10	-10	0	-8	2
COCCCN1C(=O)c2ccc(C(=O)Nc3ccc(C)cc3C)cc2C1=O	8	-2	9	2	6	2	0	-1	-7
CCN(CC)C(=O)c1[nH]cnc1C(=O)Nc1ccccc1	-6	3	9	0	0	.	3	-3	-2
O=C(c1cccs1)n1nc(NCc2ccccc2)nc1NCc1ccccc1	-1	-7	-4	-6	8	-18	-2	-16	3
C[C@H](NC(=O)c1nc[nH]c1C(=O)N1CCNCC1)C(=O)OCc1ccccc1	6	4	-8	1	1	11	-4	-5	-1

molecule	ZTA counter	PAFAH1B2 FP inh	PAFAH1B3 inh	pPAFAH FP inh	PREPL inhibitor	EBNA-1 inhibitor	LYPLA1 counter	LYPLA2 inh	PAFAH2 inh
COc1cc(/C=C2/C(=O)NN(c3cccc(F)c3)C2=O)ccc1OC(=O)c1ccco1	10	1	6	11	42	14	1	5	1
CCOC(=O)N1CCN(C(=O)c2ccccc2NC(C)=O)CC1	8	-2	4	0	1	1	-2	3	3
O=C(NCc1ccccc1Cl)c1ccc2c(=O)n(CC3CCCO3)c(=S)[nH]c2c1 (centres undefined)	7	13	-4	1	1	-3	-2	1	-12
Cc1cccc(C)c1NC(=O)CSc1ncnc2[nH]ncc12	.	9	2	-5	15	.	.	.	3
Cc1c(Cl)cccc1NC(=O)Cn1nc(C)n2cccc2c1=O	-1	0	-3	0	-5	7	-3	4	3
CCc1ccc(CNC(=O)Cn2nc(-c3ccccc3)ccc2=O)cc1	12	1	3	5	-22	-5	5	1	-7
O=C(Nc1nccs1)c1sc2cc(Cl)ccc2c1Cl	3	-5	-9	0	-4	1	-5	-7	-6
Cc1ccccc1OCc1nnc(SCC(=O)NCc2ccccc2)n1C	4	-3	7	2	-43	-3	1	6	-2
